NCI-60 one-dose screen, 48 h, at 10 µM unless noted. Numbers give growth in % (100 = growth as untreated, 0 = no growth, -100 = all killed).
MALME-3M – MALME-3M melanoma | 78,000 tested, 5.8% active | AID 1794766
MDA-MB-231 – MDA-MB-231 breast cancer; 81,000 tested, 5% active
BT-549 – BT-549 breast cancer; AID 1794793; 78,000 tested, 4.4% active
LOX IMVI – LOX IMVI melanoma. 79,000 tested, 7.4% active
HS 578T – HS 578T breast cancer; 78,000 tested, 4.1% active
SK-MEL-2 – SK-MEL-2 melanoma; 77,000 tested, 4.7% active; AID 1794763
T-47D – T-47D breast cancer; 79,000 tested, 5% active; AID 1794792
MCF7 – MCF7 breast cancer; AID 1794796; 82,000 tested, 6.3% active
Active calls of the source: *; x = no result given; & = joins results of further samples. Rule for the calls: active = growth percent below 10; inactive = the rest.

SMILES	MALME-3M	MDA-MB-231	BT-549	LOX IMVI	HS 578T	SK-MEL-2	T-47D	MCF7
COc1cc2ncnc(Nc3ccc(F)c(Cl)c3)c2cc1OCC(=O)N1CCN(c2ccc(F)cc2)CC1	92	79	101	93	89	98	75	84
CS(=O)(=O)Oc1ccc(-c2cn3ccoc3n2)cc1	100	104	120	110	106	106	107	93
N#CCCn1nc2c(c1N)CCC2	97	97	103	105	98	97	102	96
CC(Nc1ncnc2ccc(-c3cnc4cnccn34)cc12)c1ccccc1 (stereo unspecified)	58	64	48	58	63	64	18	34
COc1ccc(/C=N/N=C(\C)c2nnn(-c3ccc([N+](=O)[O-])cc3)c2C)cc1OC	104	102	112	103	105	111	103	92
Cn1c2c(c(=O)n(C)c1=O)CN(Cc1ccccc1)CN2	110	95	111	102	116	116	103	103
CC(C)(CC(=O)O)CC(=O)O	107	95	99	104	111	107	119	103
Oc1ccc(-c2nocc2-c2c[nH]c3ccccc23)cc1	104	95	87	91	89	104	101	97
CC1CN(S(=O)(=O)c2ccc(-c3cc4ccccc4c(=O)o3)cc2)CC(C)C1(F)F (stereo unspecified)	99	96	116	85	95	102	67	38
COc1ccc(O)c(/C=C2\SCc3cc4cc(OC)ccc4[o+]c32)c1	104	99	102	96	109	109	91	95
CCCCCCCCOc1ccc(/C=N/Nc2cc(C)nc3ccc(Cl)cc23)cc1OCCCCCCCC	142	109	114	102	110	113	97	102
C#CCN(C)Cc1ccccc1	305&100	90&106	141&95	102&97	96&119	104&97	99&97	96&118

Entries above that contain a Cl atom (two):
SMILES	MALME-3M	MDA-MB-231	BT-549	LOX IMVI	HS 578T	SK-MEL-2	T-47D	MCF7
COc1cc2ncnc(Nc3ccc(F)c(Cl)c3)c2cc1OCC(=O)N1CCN(c2ccc(F)cc2)CC1	92	79	101	93	89	98	75	84
CCCCCCCCOc1ccc(/C=N/Nc2cc(C)nc3ccc(Cl)cc23)cc1OCCCCCCCC	142	109	114	102	110	113	97	102

The list continues.
SMILES	MALME-3M	MDA-MB-231	BT-549	LOX IMVI	HS 578T	SK-MEL-2	T-47D	MCF7
COc1ccc2cc(CCC(C)=O)ccc2c1	100	90	114	102	105	113	107	x
CCN(CC)C(=O)CSc1ccc(Cl)nn1	107	102	102	101	106	x	99	97
CC(C)=CCc1cc(/C=C2\OC(=O)C(c3cc4c(cc3O)OC(C)(C)CC4)=C2O)ccc1O	119	105	127	91	93	124	104	111
CCC(CC)n1c(=O)c(SC2=NC3C(NN2)N(CC)C(=O)N3CC)c(C(=O)O)c2ccccc21 (stereo unspecified)	68	19	-22*	23	19	x	68	17
O=C(CNCc1cc(=O)oc2ccc3ccccc3c12)Nc1ccc(Cl)cc1	101	102	89	43	91	106	67	91
O=C1C=CC(=O)C(c2ccc(Cl)cc2)=C1	89	82	86	101	x	92	82	75
CCOC(=O)CSC1=C(C)C(=O)C(OC)=C(OC)C1=O	98	100	127	115	102	117	96	97
CCCCCCCNc1nc(C=O)ncc1-c1ccc(C(F)(F)F)cc1	87	117	100	91	107	x	82	84
Nc1cccnn1	105	102	106	92	98	113	112	95
C[C@]12CCC(=O)C=C1CCC1C2[C@@H](O)C[C@@]2(C)C1CC[C@]2(O)C(=O)COC(=O)CCC(=O)O (stereo partly specified)	82	95	100	99	138	123	114	102
O=C(C[n+]1ccc2ccccc2c1)c1ccccc1	100&93	76	101&110	97&84	96&90	96&106	97&96	93&97
CC1=C(c2cc(-c3ccc(N(C)C)cc3)c(C#N)c(N)n2)C(c2ccccc2)NC(=S)N1 (stereo unspecified)	108	111	112	99	95	114	101	92
CC(C)(C)CC(C)(C)SSc1n[nH]c(=S)s1	103	117	101	81	104	102	90	98
COc1cccc(Cn2c(-c3nonc3N)nc3ccccc32)c1	68	28	48	41	3.1*	-12*	55	15
CC(C)CCNc1ncnc2c1cnn2C	114	102	100	103	107	112	99	100
CCC(=O)Nc1ccc(Br)cc1	107	91	x	103	92	99	x	98
COc1ccc(C(=O)CN2C(=O)NC(c3ccccc3)(c3ccccc3)C2=O)cc1	108	106	105	98	89	100	95	102
OC1(c2ccc(Cl)cc2)CCCCC1	117	110	106	93	107	121	96	109
CCC1C(c2ccccc2)=CCC(C(=O)O)C1C (stereo unspecified)	124	116	113	103	113	99	108	115
COc1ccc(Cn2cc3c(c2-c2ccc(OC)cc2)CCCc2cnoc2-3)cc1	74	87	97	94	93	101	92	84
O=C(O)C(Cc1ccccc1)N1C(=O)/C(=C\c2ccc(-c3ccc(Cl)cc3)o2)SC1=S (stereo unspecified)	106	102	113	100	97	100	92	86
COc1cc(Cn2cc3c(c2-c2cc(OC)c(OC)c(OC)c2)CCCc2cnoc2-3)cc(OC)c1OC	115	70	95	82	97	104	87	87
CCCCCCCSc1ccc(C(=O)CCN2CCN(C)CC2)cc1	96	95	111	89	107	104	92	82
O=C(CCC(=O)Oc1ccccc1)Oc1ccccc1	123	103	105	96	104	109	101	101

Five neighbouring records already listed, quoted:
SMILES	MALME-3M	MDA-MB-231	BT-549	LOX IMVI	HS 578T	SK-MEL-2	T-47D	MCF7
CC(C)(C)CC(C)(C)SSc1n[nH]c(=S)s1	103	117	101	81	104	102	90	98
COc1cccc(Cn2c(-c3nonc3N)nc3ccccc32)c1	68	28	48	41	3.1*	-12*	55	15
CC(C)CCNc1ncnc2c1cnn2C	114	102	100	103	107	112	99	100
CCC(=O)Nc1ccc(Br)cc1	107	91	x	103	92	99	x	98
COc1ccc(C(=O)CN2C(=O)NC(c3ccccc3)(c3ccccc3)C2=O)cc1	108	106	105	98	89	100	95	102

2 compounds drawn at random from the list so far:
SMILES	MALME-3M	MDA-MB-231	BT-549	LOX IMVI	HS 578T	SK-MEL-2	T-47D	MCF7
COc1cc(Cn2cc3c(c2-c2cc(OC)c(OC)c(OC)c2)CCCc2cnoc2-3)cc(OC)c1OC	115	70	95	82	97	104	87	87
COc1ccc(C(=O)CN2C(=O)NC(c3ccccc3)(c3ccccc3)C2=O)cc1	108	106	105	98	89	100	95	102

Continuation.
SMILES	MALME-3M	MDA-MB-231	BT-549	LOX IMVI	HS 578T	SK-MEL-2	T-47D	MCF7
CCCCCCCCCCCCS(=O)(=O)CC(=O)O	96	102	90	96	106	108	101	94
COC(=O)c1ccc2c(c1)[n+](=O)c(C(N)=O)c(C)n2[O-]	x	105	92	x	105	105	98	97
Cc1[nH]nc2c1C(c1cc3ccccc3nc1Cl)C(C#N)=C(N)O2 (stereo unspecified)	104	113	106	94	112	96	81	94
Fc1ccccc1-c1nc(-c2nc3ccccc3[nH]2)c2ccccn12	84	72	69	82	90	79	33	41
Cc1cc(CCc2cc(C)[nH]c2C)c(C)[nH]1	86	118	100	104	83	85	102	109
Nc1cc(=O)[nH]c(SCC(=O)N2CCN(c3cc4c(cc3F)c(=O)c(C(=O)O)cn4C3CC3)CC2)n1	94	88	106	97	108	x	95	99
COc1ccc(-c2nsc3c2NC(=O)CC3c2ccc3c(c2)OCCO3)cc1 (stereo unspecified)	60	x	28	44	28	58	50	25
COc1cc2c(cc1OC)CN(CCCOc1cc(O)c3c(=O)cc(-c4ccccc4)oc3c1)CC2	104	80	81	97	71	108	99	76
COC(CCC#N)c1ccccc1 (stereo unspecified)	94	109	111	98	104	94	x	109
Cc1ccc(/C(=N\NC(N)=S)C2CC2)cc1	120	100	87	66	100	104	31	23
CC1(C)N=C(N)N=C(N)N1c1ccc(Cl)cc1	63	69	76	25	x	71	95	41
Fc1ccc(-c2nn3c(-c4cc(C(F)(F)F)cc(C(F)(F)F)c4)nnc3s2)cc1	44	39	x	64	25	-33*	52	69
O=C(Nc1ccccc1CO)c1ccccc1	97	94	108	102	98	120	90	82
CC(C)(C)CC(C)(C)c1ccc(OCCOc2ccc(C(=O)NCCNC(=O)c3ccc4ccccc4c3O)cc2N)cc1	100	104	x	112	144	91	106	88
COc1ccccc1NC(=O)C1=C(C)NC(C)=C(C(=O)Nc2ccccc2OC)C1c1cccc([N+](=O)[O-])c1	85	x	74	69	61	80	x	48
c1ccc2c(c1)Sc1cnccc1N2CC1CO1 (stereo unspecified)	140	127	140	61	122	88	103	99
Cc1nc(-c2cccs2)ccc1NC(=O)Nc1ccc2c(c1)OCO2	151	120	135	87	99	93	100	95
COc1cc(/C=N/Nc2ncnc3c2c(C)nn3C)ccc1O	102	89	100	92	70	110	70	90
N#Cc1ncc(-c2cc(F)c(F)cc2F)c(NC2CCCCCC2)n1	114	45	82	70	48	77	66	81
C/C=C/C(=O)OC(C)CCC(CC)CCCC (stereo unspecified)	85	110	103	99	89	106	x	104
CCc1c(C)c2cc(N=C3NC(=O)CS3)c(O)c(C)c2oc1=O	76	116	113	91	104	84	80	98
O=C(Cn1c(=O)[nH]c2ccccc2c1=O)NCC(=O)N/N=C/c1ccccc1	93	105	107	100	96	107	103	89
Cc1cc2nc(CC(=O)c3cccc([N+](=O)[O-])c3)c(=O)[nH]c2cc1C	99	x	87	73	73	95	x	75
CCn1cc(C(=O)N[C@H]2C(O)[C@@H](O)C(CO)O[C@H]2O)c(=O)c2ccc(C)nc21 (stereo partly specified)	108	116	104	102	99	116	104	98

Part of the list above, showing only MALME-3M and HS 578T:
| compound | MALME-3M | HS 578T |
| --- | --- | --- |
| O=C(Nc1ccccc1CO)c1ccccc1 | 97 | 98 |
| CC(C)(C)CC(C)(C)c1ccc(OCCOc2ccc(C(=O)NCCNC(=O)c3ccc4ccccc4c3O)cc2N)cc1 | 100 | 144 |
| COc1ccccc1NC(=O)C1=C(C)NC(C)=C(C(=O)Nc2ccccc2OC)C1c1cccc([N+](=O)[O-])c1 | 85 | 61 |

Continuation.
SMILES	MALME-3M	MDA-MB-231	BT-549	LOX IMVI	HS 578T	SK-MEL-2	T-47D	MCF7
CN1CCN(c2ccc(Nc3nc(NCCNC(=O)c4ccc(F)cc4)c4sccc4n3)cc2)CC1	-54*	59	56	8.7*	76	104	18	41
Cc1ccc(/C=C(/NC(=O)c2ccccc2)C(=O)Nc2ccc(S(N)(=O)=O)cc2)cc1	99	104	105	99	117	102	101	104
COC(=O)Cc1[nH]c(Cl)nc1C(N)=O	113	118	124	85	77	107	104	116
O=C1C2=C(C(=O)N1O)c1cn(c3ccccc13)CCCCCCn1cc2c2ccccc21	105	104	98	79	97	120	104	100
O=C(CSc1nc2sc3c(c2c(=O)n1Cc1ccccc1)CCCC3)N1CCN(c2ccccc2)CC1	109	101	90	97	101	106	81	96
O=C(NC(Cc1ccc(O)cc1)C(=O)Oc1ccc([N+](=O)[O-])cc1)OCc1ccccc1 (stereo unspecified)	114	113	109	99	103	117	105	103
CN1CC(c2ccc(Br)cc2)C2(SC(=Nc3ccccc3)N(Nc3ccccc3)C2=O)C12C(=O)Nc1ccccc12 (stereo unspecified)	49	38	57	36	76	51	18	22
O=C1CCCc2ccc(Cl)cc21	94	88	x	99	98	95	95	103
NC1=C(Cl)C(=O)c2ccccc2C1=O	-26*	72	83	19	15	52	87	48
O=C(CSc1nnnn1-c1ccccc1)c1cc2cc(Br)ccc2oc1=O	110	95	92	99	102	107	97	96
O=C1COCCN1c1ccc(N2C(=O)C(Cl)C2c2cn(Cc3ccc(F)cc3)c3ccccc23)cc1 (stereo unspecified)	105	100	97	104	103	102	x	103
COc1ccc2c(c1)c(-c1nc(-c3ccc4ccccc4c3)cs1)cn2S(=O)(=O)c1ccccc1	144	91	101	89	101	98	106	86
CNC(=O)c1cc(Oc2ccc(NC(=O)Nc3ccc(Cl)c(SC)c3)c(F)c2)ccn1	27	50	65	38	56	22	-3.3*	30
Cc1nc(N=C(N)N)nc2ccc3ccccc3c12	-38*	-0.9*	14	2.4*	3.6*	-19*	-11*	-18*
COC(=O)c1c[nH]c(=S)n1Cc1ccccc1	x	101	96	105	116	101	106	98
c1cc2n(c1)CCc1cnc(NC3CCCCC3)nc1-2	146	101	105	101	99	108	x	29
C=CC(=O)Nc1ccc(Nc2nccc(-c3ccc(N4CCCC4)c(C#N)c3)n2)cc1	-42*	61	46	69	-5.0*	-0.2*	42	9.8*
COc1cccc(COc2ccc(/C=C3/C(=O)Nc4cc(Cl)ccc43)cc2)c1	97	78	106	98	91	107	81	71
CCC(C)COC(=O)Nc1cccc(Cl)c1 (stereo unspecified)	108	110	x	98	85	100	84	97
CCOC(=O)c1c(C)oc2ncnc(Nc3ccc(C(=O)NCCc4ccccc4)cc3)c12	90	86	67	75	51	82	65	79
Nc1cc(Cl)ccc1[N+](=O)[O-]	93	x	109	x	x	110	99	90
COc1ccc(-c2cc(Cc3cccs3)c(=O)n(Cn3cnc4c(N)ncnc43)n2)cc1	95	90	111	94	108	x	90	98
